Screens: PubChem BioAssay, Broad Institute
E-sel inducer = E-selectin induction on HUVECs. P16581. HUVEC E-selectin immunofluorescence imaging; normalized: neutral wells 0, TNF-alpha wells 100. activation, % at 7.58 µM. actives 0.37% (n = 260,000). AID 686992;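 active = mean E-selectin-positive cell signal at least 10% of the positive control, reached in at least 60% of replicates, without over 20% cell loss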;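 note: in these data hits start at about 27%; measured in HUVEC primary endothelial cells; signal is the percent of cells scored E-selectin positive by PE staining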
Target sequence (P16581 whole entry, looked up): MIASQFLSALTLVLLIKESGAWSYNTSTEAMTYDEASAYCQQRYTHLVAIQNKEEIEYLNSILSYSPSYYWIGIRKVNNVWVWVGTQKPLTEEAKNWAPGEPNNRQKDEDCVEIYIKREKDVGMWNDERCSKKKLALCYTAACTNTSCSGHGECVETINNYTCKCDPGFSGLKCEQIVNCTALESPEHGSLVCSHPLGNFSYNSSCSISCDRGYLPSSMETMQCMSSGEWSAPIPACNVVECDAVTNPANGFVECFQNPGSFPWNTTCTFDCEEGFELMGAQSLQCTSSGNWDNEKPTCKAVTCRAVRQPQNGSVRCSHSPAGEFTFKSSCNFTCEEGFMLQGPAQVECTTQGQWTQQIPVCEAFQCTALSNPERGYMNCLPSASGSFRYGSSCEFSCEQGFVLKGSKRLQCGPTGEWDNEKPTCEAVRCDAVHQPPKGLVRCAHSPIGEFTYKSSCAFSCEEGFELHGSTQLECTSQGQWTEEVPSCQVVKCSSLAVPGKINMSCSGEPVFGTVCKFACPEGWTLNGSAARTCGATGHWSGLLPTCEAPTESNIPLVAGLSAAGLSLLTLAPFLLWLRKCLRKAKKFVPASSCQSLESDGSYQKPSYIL
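Read-out basis: % PE-positive cells; Test system: HUVEC primary endothelial cells; Technique: immunofluorescence imaging; Dosing: single-point compound dose.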
RAD54 branch = blocks human RAD54 Holliday junction branch migration. Q92698. FAM/BHQ fluorescence. inhibition, % at 10.4 µM. actives 0.14% (n = 360,000). AID 602329;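 active = mean normalized replicate activity at least 40 and at least half of replicates scoring 40 or more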;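 note: 0% = median of neutral control wells and 100% = median of positive control wells; inhibitors cause a drop in the FAM fluorescence signal; in these data hits start at about 50%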
Active calls of the source: *.

Fields: E-sel inducer, RAD54 branch
CC(NC(=O)c1ccc(S(=O)(=O)N(C)C)cc1)c1ccccc1 (configuration not stated)
 : 0.6, 9
N#C/C(=N\Nc1ccccc1Cl)C(=O)c1ccccc1
 : 0.4, -3
Cc1ccc(C2CC(C(F)F)n3ncc(C(=O)Nc4c(C)nn(Cc5c(F)cccc5Cl)c4C)c3N2)cc1 (configuration not stated)
 : -0.8, -25
O=C(O)c1cn[nH]c1-n1cnnn1
 : 9.0, 3
COc1cccc(C(=O)Nc2cccc(C(=O)NC3=NN(c4c(Cl)cc(Cl)cc4Cl)C(=O)C3)c2)c1
 : -0.7, -11
Cc1cc(O)c(NC(=O)c2ccc(Br)o2)cc1C
 : 1.0, 6
CN1CCN(CCP(=O)(c2ccccc2)c2ccccc2)CC1
 : 5.6, -13
CC1(C)CC(=O)C(CC2=C(O)CC(C)(C)CC2=O)C(=O)C1
 : 5.2, -3
CCOC(=O)C(Sc1ncn[nH]1)c1ccccc1 (configuration not stated)
 : 1.1, -3
CCOc1ccc(C(=O)NC2CCN(S(C)(=O)=O)CC2)cc1
 : -0.5, -1
COC(=O)c1sc(=S)n(-c2ccccc2OC)c1N
 : -0.5, 5
CCn1c(CCC(=O)Nc2cc(F)ccc2C)nc2cc(S(=O)(=O)N(C)C)ccc21
 : -2.6, 1
CN(C)C(=O)c1ccccc1-c1ccccc1
 : 0.7, -7
O=C(CS(=O)(=O)Cc1ccccc1)NCc1ccc2c(c1)OCO2
 : 0.0, -13
CC(NC(=O)CSc1nnc(CC(=O)Nc2ccc(Cl)c(Cl)c2)n1C)c1ccccc1 (configuration not stated)
 : 0.5, 5

Taken from above:
N#C/C(=N\Nc1ccccc1Cl)C(=O)c1ccccc1 in RAD54 branch is listed with -3
CCOC(=O)C(Sc1ncn[nH]1)c1ccccc1 (configuration not stated) in RAD54 branch is listed with -3
CN1CCN(CCP(=O)(c2ccccc2)c2ccccc2)CC1 in RAD54 branch is listed with -13
CC(NC(=O)CSc1nnc(CC(=O)Nc2ccc(Cl)c(Cl)c2)n1C)c1ccccc1 (configuration not stated) in RAD54 branch is listed with 5

Remaining list, next part
Fields: E-sel inducer, RAD54 branch
Cn1c(N2CCN(C(=O)Nc3ccc(F)cc3)CC2)nc2ccccc21
 : -0.8, 3
CCN1C(=O)CC(C(=O)O)SC1=Nc1ccc(OC)cc1 (configuration not stated)
 : -2.2, -4
CCOC(=O)c1cnc(-n2nc(C)cc2C)nc1NC(C)c1ccccc1 (configuration not stated)
 : 0.4, 3
Cc1nnc(SCCn2c(N3CCN(C)CC3)nc3c2c(=O)n(C)c(=O)n3C)s1
 : -2.2, -1
Cc1cc(OCc2nn[nH]n2)c2c(-c3ccccc3)cc(=O)oc2c1
 : 1.4, 3
O=C(O)CCCCCN1C(=O)C2CCCCC2C1=O (configuration not stated)
 : -1.8, 4
CCN(CC)c1ccc(NC(=O)c2cccnc2)c(C)c1
 : -2.3, 2
O=C1CCN(S(=O)(=O)c2ccc(Cl)cc2)N1
 : -0.9, 0
Cc1ccc(S(=O)(=O)N2CCN(C(=O)COC(=O)COc3ccccc3)CC2)cc1
 : 1.2, 1
CCN(CC)C(=O)Cn1c(=O)n(-c2ccccc2)c(=O)c2c3c(sc21)CCC3
 : -2.8, 3
CC(C)NC(=O)C(=O)NCCCOC(C)C
 : -1.7, -10
CCC(C)c1ccc(OCCCCN2CCOCC2)cc1 (configuration not stated)
 : -1.3, -17
CCOc1cc(C2Nc3ccccc3C(=O)N2c2ccccc2OC)ccc1O (configuration not stated)
 : 1.2, -5
CCn1c(=O)c(=O)[nH]c2cc(C(=O)N3CCN(c4ccccc4F)CC3)ccc21
 : 1.8, 7
COC(=O)c1ccc(CN(c2ccccn2)S(=O)(=O)c2ccccc2)cc1
 : -0.2, 7

Entries above containing two or more sulfur atoms, in the order listed:
Fields: E-sel inducer, RAD54 branch
COC(=O)c1sc(=S)n(-c2ccccc2OC)c1N
 : -0.5, 5
Cc1nnc(SCCn2c(N3CCN(C)CC3)nc3c2c(=O)n(C)c(=O)n3C)s1
 : -2.2, -1

(continued)
Fields: E-sel inducer, RAD54 branch
Cn1c(-c2ccccc2)cnc1N
 : 4.3, -10
CC(C)CC(=O)CN1C(=O)C2(OCCO2)c2ccccc21
 : 0.9, 2
O=C(COC(=O)Cc1ccsc1)NCC12CC3CC(CC(C3)C1)C2
 : -0.3, -7
O=C(c1cccn(Cc2cccc(Cl)c2)c1=O)N1CCOCC1
 : -1.4, -2
Cc1ccc(SCc2cc(=O)[nH]c(N3CCCCC3)n2)cc1
 : -0.5, 10
FC(F)(F)c1nnc2c(Sc3ccccn3)nc3ccccc3n12
 : 10, -7
COc1ccc(CCN2CC3=C(C2=O)C(c2ccccc2)NC(=O)N3C)cc1OC (configuration not stated)
 : -0.6, -5
CCOC(=O)Oc1ccc2oc(=O)cc(C)c2c1
 : -1.1, 1
Cc1sc(-n2cccc2)c(C(=O)O)c1C
 : 7.3, 7
CCOC(=O)C1CCN(C(c2cccnc2)c2c(NC(=O)c3ccco3)sc(C)c2C)CC1 (configuration not stated)
 : -0.6, -1
CCC(OC(=O)c1ccco1)C(=O)NCc1ccco1 (configuration not stated)
 : -0.3, 4
CC(C)c1nc2oc3c(NCc4cccnc4)ncnc3c2c2c1CCC2
 : 1.4, -4
COC(=O)C1(C)NC(c2ccc(O)cc2)C2C(=O)N(c3ccc4c(c3)OCCO4)C(=O)C21 (configuration not stated)
 : 0.2, -33
CCN(c1ccccc1)S(=O)(=O)c1ccc(NCC2COc3ccccc3O2)nc1 (configuration not stated)
 : 1.0, 2
Cc1ccc(-c2cc(C(=O)NCc3ccc4c(c3)OCO4)[nH]n2)c(O)c1C
 : -2.2, -16

The results go on:
Fields: E-sel inducer, RAD54 branch
Cc1ccc(C)c(-n2nnnc2SCC(=O)Nc2cccc(-c3nnc4n3CCCCC4)c2)c1
 : -1.3, 1
COc1ccc(NC(=O)N(CCc2ccccc2)Cc2cc3c(C)cc(C)cc3[nH]c2=O)cc1
 : -1.2, -12
O=C(COC(=O)CCc1c[nH]c2ccccc12)NC1CCS(=O)(=O)C1 (configuration not stated)
 : -0.2, 7
COC(=O)C1CC(O)CN1C(=O)c1ccco1 (configuration not stated)
 : -2.2, -11
CCOc1ccc(Cc2c(Cl)nc(N)nc2Cl)cc1
 : 0.0, 8
Cc1cc2nnc(SC3CCOC3=O)n2c2ccccc12 (configuration not stated)
 : 4.2, 0
O=C(Cn1cnnn1)OCC(=O)c1ccc(Cl)s1
 : 0.8, -2
COc1ccc(C(=O)COC(=O)CCN2C(=O)C3C4CC(C(Br)C4Br)C3C2=O)cc1 (configuration not stated)
 : -2.9, -14
COc1ccc(C(C(=O)NC2CCCCC2)N(CC2CCCO2)C(=O)C2COc3ccccc3O2)cc1OC (configuration not stated)
 : 1.2, -1
Cc1ccc(-n2c(CNc3ccc(F)cc3)nnc2SCC(=O)NCc2ccco2)cc1
 : 0.0, -3
Clc1ccc(-c2nnc3c4ccccc4nc(N4CCOCC4)n23)cc1Cl
 : 0.5, 5
COc1ccc(CNC(=O)C2CCCN2S(=O)(=O)c2ccc(C)cc2)cc1 (configuration not stated)
 : 6.2, 6
COC(=O)c1ccc(OCC(O)CN(CCO)CCO)cc1 (configuration not stated)
 : -1.3, -6
Cc1cccc2cc3c(N)c(C(=O)N4CCOCC4)sc3nc12
 : 2.2, -5
CCc1cccc(CC)c1N(COC)C(=O)Cn1c(CO)nc2ccccc21
 : -1.3, 12

Carrying on.
Fields: E-sel inducer, RAD54 branch
COC(=O)c1cc(Br)c(=O)n(CCN2CCCC2)c1
 : 0.1, -2
O=C1C2CC=C(Cl)CC2C(=O)N1CC1OCCc2ccccc21 (configuration not stated)
 : 1.6, 2
CCCc1cc(=O)[nH]c(SCC(=O)N(C)CC(=O)Nc2ccccc2CC)n1
 : 0.7, -5
c1ccc(Cn2c(NCc3ccco3)nc3ccccc32)cc1
 : 1.2, 8
COc1ccc(-c2nnc(NC(=O)C3CCCO3)s2)cc1 (configuration not stated)
 : 0.2, 0
CCc1cccc(C)c1NC(=O)CSc1nnc(-c2cc3cc(Br)ccc3o2)n1CC
 : -1.2, -5
Cc1oc(C(=O)O)cc1COc1ccc2c3c(c(=O)oc2c1)CCC3
 : -1.2, -8
COc1ccc(NC(=O)c2c(Nc3ccccc3)sc(C(=O)c3ccc(F)cc3)c2N)cc1
 : 0.5, 6
CCOC(=O)Nc1ccc2c(c1)OCO2
 : -0.2, 6
COc1ccc(C(=O)N2CCN(C3CCC(c4ccccc4)CC3)CC2)cc1OC (configuration not stated)
 : -2.6, -1
COc1ccc(NC(=O)CS(=O)CC(=O)Nc2ccc(OC)c(OC)c2)cc1 (configuration not stated)
 : -2.5, -4
CCOCCCNc1nc2c(c(=O)n(C)c(=O)n2C)n1CCCc1ccccc1
 : 0.1, -4
Cc1ccc(-n2ncc(C#N)c2/N=C/N2CCOCC2)cc1
 : 0.0, 4
CCC(=O)Nc1nnc(SCC(=O)Nc2ccc(F)cc2)s1
 : 2.2, 7
CCCCN(C)CCC(=O)Nc1ccc(OC)cc1OC
 : -0.3, 2

Further records follow:
Fields: E-sel inducer, RAD54 branch
CCOC(=O)c1ccc(N2C(=O)CC(N3CCC(O)(c4ccc(Cl)cc4)CC3)C2=O)cc1 (configuration not stated)
 : -1.4, -2
Cc1cc2n(c(=O)c1C#N)CCCN2c1cccc(Cl)c1
 : 7.3, 5
COc1ccc(Nc2nnc(SCC(=O)c3cc(C)n(CC4CCCO4)c3C)s2)cc1 (configuration not stated)
 : -0.5, -8
O=C(NC1CCCCC1)c1ccccc1NC(=O)C1CC(=O)N(c2ccccc2)C1 (configuration not stated)
 : -2.4, -10
O=C(O)c1ccc(S(=O)(=O)c2ccccc2)cc1
 : -1.4, -13
CCn1c(SCC(=O)c2ccc3ccccc3c2)nnc1-c1cccs1
 : 0.2, 15
Cc1ccc(/C=C/C(=O)c2nc3ccccc3[nH]2)cc1
 : -0.4, -1
CCOC(=O)c1cc(CN2CCOCC2)oc1-c1ccccc1
 : -1.8, -8
CC(C)c1nc(N2CCCC2)c(C#N)c2c1CCCC2
 : -0.2, -13
CCC1=NN2C(=N)/C(=C\c3ccc(SCc4ccco4)o3)C(=O)N=C2S1
 : 0.0, -52
COc1ccc2oc(C)c(NC(C)=O)c2c1
 : -1.1, 6
c1ccc(C(c2ccccc2)N2CCN(Cc3nnnn3C3CCCCC3)CC2)cc1
 : 1.9, -2
OC1CCN(Cc2cccc(Oc3ccccc3)c2)CC1
 : -1.9, -6
CCCCOc1ccc(-c2nnc(-c3ccco3)o2)cc1
 : -1.2, -1
N#C/C(=C\c1cn(-c2ccccc2)nc1-c1cccnc1)c1nnc2n1CCCCC2
 : -1.3, -1

Next section; it opens with the 4 that closed the last part.
Fields: E-sel inducer, RAD54 branch
c1ccc(C(c2ccccc2)N2CCN(Cc3nnnn3C3CCCCC3)CC2)cc1
 : 1.9, -2
OC1CCN(Cc2cccc(Oc3ccccc3)c2)CC1
 : -1.9, -6
CCCCOc1ccc(-c2nnc(-c3ccco3)o2)cc1
 : -1.2, -1
N#C/C(=C\c1cn(-c2ccccc2)nc1-c1cccnc1)c1nnc2n1CCCCC2
 : -1.3, -1
Cc1ccn(CCSCC(=O)O)n1
 : -1.4, 2
CC(C)N(C(=O)CSc1nnc(NC(=O)c2cccs2)s1)C(C)C
 : -2.5, -28
CN(C)c1ccc(CN2CCCC(O)C2)cc1 (configuration not stated)
 : -0.9, -3
O=[N+]([O-])c1cccnc1N1CCC(c2cc(-c3ccc(Cl)cc3)n[nH]2)CC1
 : -1.7, 5
CCN(CC)S(=O)(=O)c1cccc(NC(=O)Nc2cccc(C(F)(F)F)c2)c1
 : 0.4, -1
O=C(CCC1CCCC1)N1CCN(C(=O)c2cccnc2)CC1
 : 0.3, -9
COC(=O)c1cc(=O)cc(C(=O)OC)o1
 : -1.1, -8
N#Cc1cc(-c2ccccc2)oc1/N=C/c1ccccc1O
 : -0.6, 5
COC(=O)C1=C(C)NC(C)=C(C(=O)OC)C1c1cc2ccc(C)cc2[nH]c1=O
 : 0.2, -6
O=C(NC1CCSC1=O)c1ccccc1 (configuration not stated)
 : 0.6, -8
O=C(CCC(=O)OCC(=O)c1ccc(-c2ccccc2)cc1)Nc1cccc(Cl)c1
 : -1.1, 1
Fc1cccc(CN2CCN(c3ncccn3)CC2)c1
 : 0.1, -6
CC(CC(=O)Nc1ccncc1)c1ccccc1 (configuration not stated)
 : -0.5, 1
O=C(CSc1nc2[nH]ncc2c(=O)n1-c1ccccc1)c1ccc2c(c1)OCCO2
 : 0.4, 6
COc1ccc(Oc2nc(C)nc3c2oc2ccccc23)cc1
 : -3.5, -1

Full records, looked up by structure. Values in the order: E-sel inducer | RAD54 branch
Shown for Cc1ccn(CCSCC(=O)O)n1 = -1.4 | 2
Shown for O=[N+]([O-])c1cccnc1N1CCC(c2cc(-c3ccc(Cl)cc3)n[nH]2)CC1 = -1.7 | 5
Shown for O=C(CCC1CCCC1)N1CCN(C(=O)c2cccnc2)CC1 = 0.3 | -9
Shown for Fc1cccc(CN2CCN(c3ncccn3)CC2)c1 = 0.1 | -6

More structures:
Fields: E-sel inducer, RAD54 branch
O=C(O)CC(C(=O)OCCOc1ccccc1)N1CCOCC1 (configuration not stated)
 : -1.8, 2
O=C(OCC1OC(n2ccc(=O)[nH]c2=O)C(O)C1OC(=O)c1ccccc1)c1ccccc1 (configuration not stated)
 : -1.6, 5
COc1ccc(CC(=O)NC(C)(C)C)cc1S(=O)(=O)N1CCOCC1
 : -2.5, 5
CCCCNC(=O)C1CCN(c2nc(OC)nc(OC)n2)CC1
 : -1.1, -8
CCOC(=O)C1=C(C)Nc2nc(SCC)[nH]c(=O)c2C1c1ccncc1 (configuration not stated)
 : -1.4, 10
COc1ccccc1N1CCN(C(c2cc3ccc(C)cc3[nH]c2=O)c2nnnn2C2CCCC2)CC1 (configuration not stated)
 : 0.4, -1

Only part of the results is shown, so the mix of outcomes need not match the whole.
